# Cycloheximide cs: Cycloheximide Counterscreen for Small Molecule Inhibitors of Shiga Toxin. cell reporter, cycloheximide protein synthesis inhibition counterscreen. max response, %. actives 12% (n = 300,000); in the data active = max response mostly above about 13%, no sharp cut-off; inactive = mostly below about 14%; note: read at 38.3 µM for the half of the compounds with a filed dose; 0% is about no effect
# AMA1-RON2 inh: qHTS for Inhibitors of AMA1-RON; Towards Development of Antimalarial Drug Lead: Primary Screen; Plasmodium falciparum AMA1 (3D7) - RON2 peptide interaction; AlphaScreen AMA1-biotinylated RON2 peptide binding; Potency, µM (titrated, usually from 58.2 µM), for inactives: top-dose activity change, negative = inhibition, usual class: inhibitors; actives 0.2% (n = 360,000); AID 720542, 2013;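 note: potency is the fitted concentration of half-maximal effect; 0% = vehicle wells and -100% = peptide control; nearly all actives have a fitted effect of over 45% in size; some results filed as inactive show a strong effect at the top dose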
#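 AMA1 (3D7) with his tag at 25 nM final met compounds first, then biotinylated RON2 peptide at 25 nM; detection used donor plus acceptor beads, 10 µg/mL apiece, read by AlphaScreen after 30 min at room temperature.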
# Shiga inhibitor: A qHTS for Small Molecule Inhibitors of Shiga Toxin. AID 2315, 2010. inhibition, % at 38.7 µM. actives 9.2% (n = 290,000). Vero cells, Shiga toxin protein synthesis inhibition reporter; in the data active = inhibition mostly above about 28%, no sharp cut-off; inactive = mostly below about 43%; note: 0% is about no effect
# LmPK inhibitor: qHTS Assay for Inhibitors of Leishmania Mexicana Pyruvate Kinase (LmPK); purified LmPK, Kinase-Glo ATP luminescence, 1 h; AID 1721, 2009; Q27686; Potency, µM (top dose mostly 57.5 µM), for the others: at the highest dose activity change, negative = inhibition, usual class: inhibitors; actives 0.37% (n = 290,000); note: potency is the fitted concentration of half-maximal effect; % is set by controls: 0 for no effect and ±100 for the full control effect
# Target sequence (Q27686 whole entry, looked up): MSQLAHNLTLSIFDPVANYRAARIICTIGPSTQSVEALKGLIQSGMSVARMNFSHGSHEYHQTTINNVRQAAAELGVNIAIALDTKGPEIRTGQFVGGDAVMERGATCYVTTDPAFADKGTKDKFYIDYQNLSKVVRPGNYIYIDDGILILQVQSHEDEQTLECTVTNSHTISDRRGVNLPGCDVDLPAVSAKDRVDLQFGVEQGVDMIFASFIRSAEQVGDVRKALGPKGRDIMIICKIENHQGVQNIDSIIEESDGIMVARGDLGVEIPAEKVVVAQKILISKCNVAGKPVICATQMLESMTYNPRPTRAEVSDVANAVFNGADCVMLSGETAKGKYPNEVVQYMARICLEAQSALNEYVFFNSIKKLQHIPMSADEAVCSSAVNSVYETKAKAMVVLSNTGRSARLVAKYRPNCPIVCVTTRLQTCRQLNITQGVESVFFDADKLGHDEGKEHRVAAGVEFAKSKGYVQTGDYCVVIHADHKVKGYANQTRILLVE
#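 qHTS format; LmPK 0.1 nM; substrates PEP 0.5 mM and ADP 0.1 mM. One-hour room-temperature incubation, then coupled luciferase luminescence; 0.5 nM enzyme wells mark activation.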
# Pf growth 48h: Primary qHTS for delayed death inhibitors of the malarial parasite plastid, 48 hour incubation | P. falciparum luciferase growth in erythrocytes, 48 h | Potency, µM (series often up to 28.7 µM), without a hit: top-dose activity change, negative = inhibition, actives largely listed as inhibitors | actives 5.9% (n = 310,000); note: potency is the fitted concentration of half-maximal effect; % is set by controls: 0 for no effect and ±100 for the full control effect
#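 Read-out is firefly luciferase luminescence from an integrated reporter in P. falciparum, so falling signal marks reduced parasite growth. Infected erythrocytes were at 2% hematocrit and 0.1% parasitemia (final) in Albumax-supplemented RPMI 1640.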
# Tb PYK inh: qHTS of Trypanosoma Brucei Inhibitors | TbPYK enzyme, Kinase-Glo Plus ATP luminescence, 45 min | actives 0.12% (n = 410,000) | AID 624173, 2012 | Potency, µM (top dose mostly 76.8 µM), inactives show at the top dose activity, negative = inhibition, hits mostly inhibitors; note: potency is the fitted concentration of half-maximal effect; % is set by controls: 0 for no effect and ±100 for the full control effect; nearly all actives have a fitted effect of over 50% in size
#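 Quantitative HTS: titrated library compounds versus trypanosomal pyruvate kinase in TEA buffer (pH 7.2) containing KCl, MgCl2, BSA and Tween-20. Reactions were initiated with ADP, 130 uM final. Kinase-Glo Plus luminescence was read after 45 min at RT.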
# Pf growth 96h: Primary qHTS for delayed death inhibitors of the malarial parasite plastid, 96 hour incubation; Potency, µM (highest dose often 28.7 µM), for the others: at the highest dose activity change, negative = inhibition, hits mostly inhibitors; P. falciparum luciferase reporter growth, 96 h; AID 504834, 2011; actives 6.9% (n = 320,000); note: potency is the fitted concentration of half-maximal effect; % is set by controls: 0 for no effect and ±100 for the full control effect
#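 Cell-based qHTS: luciferase-tagged P. falciparum in erythrocytes (2% hematocrit, 0.05% parasitemia final) incubated with compounds for 96 hours, 37 C, 5% CO2; luciferase detection reagent then added and luminescence measured.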
# Active calls of the source: *; ? = inconclusive; . = no result given; [ ] = remark or other dose. Unless noted, calls come from the whole dose curve; as a rule, active = well fitted curve in the direction sought with a large enough effect; inconclusive = small, poorly fitted or top-dose-only effect, or another doubt; inactive = no such curve, though single readings can be large; an effect the other way counts as inactive or inconclusive.
SMILES,Cycloheximide cs,AMA1-RON2 inh,Shiga inhibitor,LmPK inhibitor,Pf growth 48h,Tb PYK inh,Pf growth 96h
O=C(N/N=C/c1cccc2cccnc12)[C@H]1C[C@@H]1c1ccccc1,8.6,62.8%[activator],-4.3,-4.2%,?,-5.5%,70.4%[activator]
COC(=O)Cn1c(C(O)c2ccccc2)nc2ccccc21 (centres undefined),-0.5,9.9%,15.4,3.3%,9.2%,-1.2%,3.7%
Cc1ccc(C(=O)c2c[nH]cc2-c2ccccc2)cc1,17.0*,1.6%,-32.2,3.2%,12.1%,9.2%,37.8%[activator]
COc1ccccc1CC(=O)NC1CCC(C)CC1 (centres undefined),12.3,-9.2%,15.3,0.2%,-11.9%[5.75 µM],1.8%,-29.5%[5.75 µM]
O=c1c(Cl)c(N2CCOCC2)cnn1-c1nc2ccccc2[nH]1,24.2*,3.7%,73.4*,?,234.1%[activator],-9.6%,309.6%[activator]
O=C(c1ccccc1)c1ccc(Sc2ccc([N+](=O)[O-])cc2)cc1,-1.4,-15.3%,3.8,0.2%,-9.9%,-1.0%,0.2%
CC(OC(=O)c1ccccc1NCCO)C(=O)Nc1ccc(S(=O)(=O)N2CCOCC2)cc1 (centres undefined),.,9.1%,.,.,?,-2.2%,-29.4%
Cc1noc(C)c1S(=O)(=O)N1CCCC(C(=O)NCc2ccccn2)C1 (centres undefined),-3.4,11.5%,14.4,-2.5%,2.6%,-4.7%,-17.7%
COc1ccc(-c2n[nH]c(=S)n2CC(C)C)cc1,-4.3,11.6%,-21.3,28.2µM*,8.0%,?,.
O=C(CSc1ccc(F)cc1)NC1CCCCC1,35.6*,1.0%,70.6*,-1.6%,85.9%[activator],-7.7%,15.0%
CC(NC(N)=O)C(=O)Nc1ccc(Cl)c(S(=O)(=O)Nc2ccc(Br)cc2)c1 (centres undefined),-3.9,-7.3%,-12.0,-3.6%,5.9%,-3.1%,-2.6%
COc1ccc(C(=O)CC(=O)C(=O)Nc2ccc(OC)c(Cl)c2)cc1,17.2*,91.5%[activator],22.1,-2.7%,.,0.6%,-12.5%
CCOC(=O)c1sc2ccccc2c1OC(=O)c1ccc(C)cc1,5.1,-3.2%,-4.9,-3.2%,12.6%,2.0%,-0.3%
COc1ccc(-c2cc(C(=O)Nc3sc4c(c3C#N)CCCC4)c3ccccc3n2)cc1,-1.6,-2.6%,-11.6,-0.9%,3.1%,2.9%,33.8%[activator]
CCOc1ccc(S(=O)(=O)N2CCCC(C(=O)N3CCOCC3)C2)cc1 (centres undefined),5.3,-0.3%,37.8,7.2%,?,-11.2%,?
Cc1cccc(C)c1NC(=S)N(CCN(C)C)Cc1cccs1,-3.9,7.8%,12.6,1.3%,-3.2%,-8.1%,?
O=[N+]([O-])c1ccc(N2CCN(S(=O)(=O)c3ccc(Cl)c(Cl)c3)CC2)cc1NCCN1CCOCC1,-1.7,-15.1%,-0.6,3.1%,?,2.0%,6.57µM*
OC(c1ccccc1)c1ccncc1 (centres undefined),.,9.8%,.,.,3.6%,0.5%,-20.5%
c1csc(CNc2nc3ccccc3n2CCN2CCOCC2)c1,-1.0,-4.9%,10.6,-5.4%,.,4.5%,.
COc1ccc(CNC(=O)CCc2cc(OC)c(OC)c(OC)c2)cc1,-2.8,1.3%,-6.4,-2.0%,.,-0.9%,-9.2%
O=[N+]([O-])c1ccc(N=NN(CCO)CCO)cc1,4.3,-2.3%,-10.8,-3.9%,39.0%[activator],-0.6%,33.7%[activator]
CC(=O)NC(Cc1ccc(F)cc1)C(=O)NC1CCN(c2ncccc2[N+](=O)[O-])CC1 (centres undefined),-2.4,-1.6%,12.9,-0.3%,13.3%,4.3%,15.4%
CCOc1ccc(C(=O)NCC(=O)OCC(=O)Nc2ccccc2OCC)cc1,-1.8,14.1%,-8.2,3.9%,.,0.6%,-0.2%
Cc1nc2c(cnn2-c2ccc(Cl)cc2)c(=O)n1-c1ccc(N2CCC(C)CC2)cc1,-7.7,.,-6.4,9.3%,.,.,-8.9%

# Complete entries, looked up by structure. Screens in order: Cycloheximide cs | AMA1-RON2 inh | Shiga inhibitor | LmPK inhibitor | Pf growth 48h | Tb PYK inh | Pf growth 96h
# Listed for `CC(=O)NC(Cc1ccc(F)cc1)C(=O)NC1CCN(c2ncccc2[N+](=O)[O-])CC1` (centres undefined) = -2.4 | -1.6% | 12.9 | -0.3% | 13.3% | 4.3% | 15.4%
# Listed for `c1csc(CNc2nc3ccccc3n2CCN2CCOCC2)c1` = -1.0 | -4.9% | 10.6 | -5.4% | . | 4.5% | .

# Some of these compounds in order of molecular weight, highest first.
SMILES,Cycloheximide cs,AMA1-RON2 inh,Shiga inhibitor,LmPK inhibitor,Pf growth 48h,Tb PYK inh,Pf growth 96h
O=[N+]([O-])c1ccc(N2CCN(S(=O)(=O)c3ccc(Cl)c(Cl)c3)CC2)cc1NCCN1CCOCC1,-1.7,-15.1%,-0.6,3.1%,?,2.0%,6.57µM*
CC(=O)NC(Cc1ccc(F)cc1)C(=O)NC1CCN(c2ncccc2[N+](=O)[O-])CC1 (centres undefined),-2.4,-1.6%,12.9,-0.3%,13.3%,4.3%,15.4%
Cc1cccc(C)c1NC(=S)N(CCN(C)C)Cc1cccs1,-3.9,7.8%,12.6,1.3%,-3.2%,-8.1%,?

# The list goes on:
SMILES,Cycloheximide cs,AMA1-RON2 inh,Shiga inhibitor,LmPK inhibitor,Pf growth 48h,Tb PYK inh,Pf growth 96h
O=C(CN(C(=O)CNS(=O)(=O)c1ccccc1)C1CCCC1)NCC1CCCO1 (centres undefined),-1.3,-1.1%,34.0,-2.6%,11.3%,-1.0%,.
CCc1cc(=O)oc2c(C)c(OCC(=O)NCc3ccccn3)ccc12,-2.4,0.0%,-3.6,-21.0%,16.1%,0.8%,?
COCc1ccc(C(=O)N2CCCC(CNC(=O)c3ccc(F)cc3)C2)o1 (centres undefined),21.1,31.1%[activator],-3.3,-7.7%,9.8%,-5.9%,?
COc1cccc2c1CCC(NC(C)=O)C2=O (centres undefined),-0.8,-1.3%,26.0,-1.9%,?,1.4%,13.2%
N#Cc1c(-c2ccccc2)ccnc1N1CCOCC1,11.5,-1.4%,29.8,-1.0%,-16.8%,-4.9%,3.6%
CN(CCOc1ccc(Br)cc1)C(=O)CNC(=O)c1ccc2ccccc2c1,-2.2,-7.6%,-8.4,1.3%,-5.2%,6.4%,-0.3%
CCOC(=O)/C(C#N)=C/c1cn(CCC(=O)O)nc1-c1ccc(Br)cc1,-0.9,-19.0%,3.0,5.0%,?,5.1%,0.0%
CN(C)CCCOC(=O)c1ccc(Br)cc1,-1.4,11.4%,-9.0,-2.7%,14.7%,3.9%,.
COc1nc(OC)nc(N2CCC(C(=O)Nc3cccc4ccccc34)CC2)n1,-3.9,0.9%,-3.0,3.1%,6.1%,-1.9%,39.0%[activator]
COC(=O)CC(NC(=O)c1cccs1)c1ccc(OC)c(OC)c1 (centres undefined),-2.0,4.1%,6.0,-8.9%,.,1.9%,-1.6%
COc1ccc(NC(=O)c2cccnc2)cc1,8.1,7.4%,11.3,2.3%,36.0%[activator],2.4%,?
COc1cccc(NC(=O)c2ccc3snnc3c2)c1,37.5*,4.2%,80.5*,?,77.3%[activator],1.0%,-61.9%
Cc1ccc(NC(=O)NCc2cccnc2)cc1C,9.3,6.1%,11.0,-0.1%,3.6%,5.1%,-0.5%
O=C(CCN1C(=O)c2ccccc2S1(=O)=O)NCc1ccccc1Cl,.,-3.8%,.,.,13.0%,-12.7%,1.3%
CC1CCCN(Cc2nc3c(c(=O)n(C)c(=O)n3C)n2CCCc2ccccc2)C1 (centres undefined),-3.6,2.3%,-2.2,1.1%,?,-3.0%,?
Cc1sc2ncnc(N3CCC(C(=O)N(C)CC(=O)Nc4ccccc4Cl)CC3)c2c1C,-2.0,27.4%,-11.0,-1.8%,?,1.5%,?
CN(Cc1ccccc1)C(=O)CSc1n[nH]c(N)n1,-2.3,1.2%,-13.7,-2.7%,1.3%,2.4%,-3.0%
CCc1ccc(NC(=O)CSc2nnc(-c3cnccn3)n2C)cc1,8.9,4.5%,-3.6,1.0%,5.2%,-10.6%,?
Cc1c(C#N)c(O)n(CCO)c(=O)c1N=Nc1ccc2c(c1)COC2=O,26.6*,?,31.1,-5.2%,22.4%,-8.9%,8.2%
O=C(CSc1nnc(CNC(=O)c2c(F)cccc2Cl)o1)Nc1ccccc1,1.3,3.5%,-12.8,2.8%,17.6%,0.6%,76.8%[activator]
Cc1ccc(CN(C(=O)c2ccco2)C2CCS(=O)(=O)C2)cc1 (centres undefined),-1.7,-4.7%,7.6,-5.2%,-3.4%,0.4%,-16.5%
Cc1nn(-c2cccc([N+](=O)[O-])c2)c(N)c1-c1ccccc1,38.9*,2.4%,72.7*,2.1%,187.6%[activator],-3.3%,82.7%[activator]
N#Cc1cc([N+](=O)[O-])ccc1N1CCCC1,-3.3,0.8%,-10.4,2.3%,7.2%,-13.5%,4.3%
Cc1c(-c2ccccc2)oc2c(C(=O)N3CCN(c4ccc([N+](=O)[O-])cc4)CC3)cccc2c1=O,7.1,-1.8%,-3.6,2.0%,?,-0.2%,?
Cc1ccc(NS(=O)(=O)c2ccc(C(C)(C)C)cc2)cn1,-1.8,-3.0%,1.4,-4.8%,-7.9%,-0.1%,?
O=C(NCCCn1ccnc1)c1nn2c(C(F)(F)F)cc(-c3ccccc3)nc2c1Cl,-6.1,-9.1%,-15.5,4.8%,14.7µM*,0.7%,-10.1%
O=C(Nc1cccc2cccnc12)c1cc(F)c(F)cc1Cl,29.0*,4.8%,.,1.2%,49.0%[activator],0.7%,32.5%[activator]
CCCCCn1c(=O)c(C(=O)Nc2c(C)n(C)n(-c3ccccc3)c2=O)c(O)c2ccccc21,-1.7,-10.8%,25.8,-2.5%,122.2%[activator],2.0%,84.2%[activator]
CCOc1ccc(OCCC(=O)N2CCc3cc(OC)c(OC)cc3C2)cc1,-4.3,-14.3%,22.6,-1.3%,?,6.6%,?
O=C(COc1ccccc1)OCC(=O)N1CCCc2ccccc21,.,16.9%,.,.,7.4%,-8.1%,33.0%[activator]
C=CCNC(=O)C1CCN(c2nc(C)cc(-c3ccccc3)n2)CC1,35.6*,3.5%,131.6*,0.3%,?,2.4%,-21.4%[5.75 µM]
COCCCNC(=O)c1cc(Sc2ccc(F)cc2)nc2ccccc12,-2.5,-18.6%,-10.5,1.0%,10.7%,-0.7%,?
O=C(NC1CCN(Cc2ccccc2)CC1)c1ccc(CS(=O)c2ccc(F)cc2)o1 (centres undefined),-2.2,-10.1%,15.8,-1.9%,12.0%,-0.5%,?

# Limited to Cycloheximide cs and Pf growth 96h, for some of the entries so far:
mol | Cycloheximide cs | Pf growth 96h
CCOc1ccc(OCCC(=O)N2CCc3cc(OC)c(OC)cc3C2)cc1 | -4.3 | ?
O=C(COc1ccccc1)OCC(=O)N1CCCc2ccccc21 | . | 33.0%[activator]
C=CCNC(=O)C1CCN(c2nc(C)cc(-c3ccccc3)n2)CC1 | 35.6* | -21.4%[5.75 µM]

# This is a random part of the collection; about 21% have a hit in one of these screens.
